GLP-1R inv ag: qHTS of GLP-1 Receptor Inverse Agonists (Inhibition Mode). Glucagon-like peptide 1 receptor (Homo sapiens), P43220. HEK293 GLP-1R CRE-luciferase, luminescence, 24 h; GLP-1R form is constitutively active. Potency, µM (titrated, usually from 38.3 µM), inactives show at the top dose activity change, negative = inhibition, usual class: inhibitors. 410,000 tested, 1.6% active; note: potency is the fitted concentration of half-maximal effect; % is set by controls: 0 for no effect and ±100 for the full control effect; nearly all actives have a fitted effect of over 55% in size
Target sequence (P43220 whole entry, looked up): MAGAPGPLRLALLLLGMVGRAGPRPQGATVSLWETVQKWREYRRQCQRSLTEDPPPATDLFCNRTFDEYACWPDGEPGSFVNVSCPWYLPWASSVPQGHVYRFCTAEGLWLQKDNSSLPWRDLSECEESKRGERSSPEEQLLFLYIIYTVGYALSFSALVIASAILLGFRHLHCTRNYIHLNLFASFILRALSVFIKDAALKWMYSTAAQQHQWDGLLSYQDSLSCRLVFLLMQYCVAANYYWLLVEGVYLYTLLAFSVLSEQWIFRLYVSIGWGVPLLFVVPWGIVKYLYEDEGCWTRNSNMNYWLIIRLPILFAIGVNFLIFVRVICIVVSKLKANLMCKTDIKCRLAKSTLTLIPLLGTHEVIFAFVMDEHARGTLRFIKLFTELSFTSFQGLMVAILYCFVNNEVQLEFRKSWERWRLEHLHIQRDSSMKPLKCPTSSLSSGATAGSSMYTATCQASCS
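Inverse agonism was detected as reduced cAMP-driven luciferase luminescence after 24 h compound treatment. The cells were HEK293 clones expressing constitutively active human GLP-1R with the reporter. Reporter-only and GPR119 cell lines served as counterscreen controls.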
aSyn rescue: qHTS of alpha-syn Inhibitors | Yeast expressing alpha-synuclein, growth rescue, BacTiter-Glo, 24 h | Potency, µM (highest dose often 46.1 µM), for the others: at the highest dose growth rescue (activation), actives largely listed as activators | 370,000 tested, 0.14% active; note: potency is the fitted concentration of half-maximal effect; % of control where 0% means no effect; nearly all actives have a fitted effect of over 65% in size
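Galactose-induced alpha-syn yeast (OD600=0.02, raffinose-pregrown) + pinned cpd, 24 hr, 30 deg C; growth by BacTiter-Glo luminescence. Growth restoration scores as activation.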
DRD3 agonist: qHTS of D3 Dopamine Receptor Agonist: qHTS; D3R DiscoveRx beta-arrestin cells, luminescence, 90 min; max activation, %; 410,000 tested, 0.58% active; in the data active = max activation above about 30%; note: 0% is about no effect; mostly tested at two doses, the higher about 12 µM
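Agonist mode: compounds and dopamine controls were applied to plated cells for 90 min at 37 degrees C after an overnight attachment at 1500 cells/well. Luminescent read-out followed 30 - 60 minutes at room temperature with DiscoveRx detection reagent.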
KB-V1 cytotox: qHTS assay for MDR1-selective chemotherapeutics: Primary screen using the drug-selected MDR subline cells KB-V1; KB-V1 MDR cells viability, CellTiter-Glo, 72 h; Potency, µM (titrated, usually from 46.1 µM), without a hit: at the highest dose activity change, negative = cytotoxicity, actives largely listed as cytotoxic; 400,000 tested, 3.4% active; AID 1347076, 2019; note: potency is the fitted concentration of half-maximal effect; % is set by controls: 0 for no effect and ±100 for the full control effect; nearly all actives have a fitted effect of over 60% in size
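Compound-treated KB-V1 multidrug-resistant cells, 72 h, 37 degrees C; viability by CellTiter-Glo. Fitted qHTS curves give the values.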
PTHR1 agonist: qHTS for PTHR1 Agonists: Primary Screen; Parathyroid hormone/parathyroid hormone-related peptide receptor (Homo sapiens), Q03431; HEK293 GP2 PTHR1 cells, GloSensor cAMP luminescence, 1 h; Potency, µM (series often up to 115 µM), for the others: at the highest dose activation, hits mostly activators; 410,000 tested, 0.075% active; AID 743266, 2014; note: potency is the fitted concentration of half-maximal effect; nearly all actives have a fitted effect of over 55% in size; some results filed as inactive show a strong effect at the top dose; inactives centre near -15; many of its hits are not listed in these tables
Target sequence (Q03431 whole entry, looked up): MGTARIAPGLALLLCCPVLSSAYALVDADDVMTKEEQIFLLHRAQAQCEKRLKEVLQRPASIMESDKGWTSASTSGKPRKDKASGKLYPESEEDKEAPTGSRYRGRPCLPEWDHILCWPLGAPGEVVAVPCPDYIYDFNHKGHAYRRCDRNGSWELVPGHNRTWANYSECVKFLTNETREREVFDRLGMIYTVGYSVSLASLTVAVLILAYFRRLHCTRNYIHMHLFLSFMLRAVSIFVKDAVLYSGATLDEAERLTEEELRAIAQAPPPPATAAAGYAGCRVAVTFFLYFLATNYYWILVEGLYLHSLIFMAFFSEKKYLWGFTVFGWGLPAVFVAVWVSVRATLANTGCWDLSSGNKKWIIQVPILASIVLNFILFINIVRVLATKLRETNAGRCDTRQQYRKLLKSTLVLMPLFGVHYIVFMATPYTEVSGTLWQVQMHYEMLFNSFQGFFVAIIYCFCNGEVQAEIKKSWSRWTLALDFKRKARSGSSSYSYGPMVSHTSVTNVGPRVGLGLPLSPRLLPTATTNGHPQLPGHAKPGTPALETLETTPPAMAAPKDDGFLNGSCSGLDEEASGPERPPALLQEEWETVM
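HEK-293-derived GP2 cells expressing PTHR1 and a GloSensor cAMP reporter, 3,000/well, plated overnight, given luciferin plus IBMX (each 0.5 mM as added) for 1 h at 37 °C, then compound for 1 h at 37 °C. Luminescence was read after 15 min at room temperature.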
TDP-43 yeast inh: qHTS of TDP-43 Inhibitors; TDP-43 expressing yeast growth rescue, BacTiter-Glo, 24 h; Potency, µM (series often up to 46.1 µM), for the others: top-dose growth rescue (activation), most hits filed as activators; 410,000 tested, 1.8% active; AID 652104, 2013; note: potency is the fitted concentration of half-maximal effect; % of control where 0% means no effect; nearly all actives have a fitted effect of over 50% in size
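Yeast cells expressing TDP-43 under galactose induction are exposed to compounds for 24 hr at 30 deg C. BacTiter-Glo luminescence measures growth, so protective compounds score as activators.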
GLP1R cytotox: qHTS of GLP-1 Receptor Inverse Agonists: Cytotox Screen; AID 624418, 2012; HEK293 cAMP-luciferase reporter cells, luminescence, 24 h; Potency, µM (series often up to 38.3 µM), for inactives: at the top dose activity change, negative = inhibition, most hits filed as inhibitors; 410,000 tested, 0.13% active;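 note: loss of luciferase light is scored as toxicity; potency is the fitted concentration of half-maximal effect; % is set by controls: 0 for no effect and ±100 for the full control effect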
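Here, cytotoxicity is scored as loss of luminescence. The MLSMR collection was tested on cells seeded in medium containing 10% Nu serum, with a 24 hr compound exposure preceded by 12 hours of culture.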
D3 antag: qHTS of D3 Dopamine Receptor Antagonist: qHTS; D(3) dopamine receptor (Homo sapiens), P35462; D3R cells, DiscoveRx beta-arrestin luminescence, antagonist mode; hits give low values; max response, negative = inhibition, %; 360,000 tested, 2.5% active; AID 652054, 2013; in the data active = max response below about -50%; inconclusive = no clear call, values can overlap the other calls; note: % is set by controls: 0 for no effect and ±100 for the full control effect; mostly tested at two doses, the higher about 12 µM
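Cells plated overnight at 1500 cells/well, then exposed to library compounds with dopamine controls for 90 minutes at 37 degrees C. DiscoveRx reagent added for 30–60 minutes at room temperature; luminescence read, quantitative HTS format.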
GLP-1R agonist: qHTS of GLP-1 Receptor Agonists; 380,000 tested, 0.007% active; Glucagon-like peptide 1 receptor (Homo sapiens), P43220; HEK293 GLP-1R CRE-luciferase, luminescence, 4-6 h; cells express a hypersensitive GLP-1R form; Potency, µM (doses to about 45.6 µM), inactives show at the top dose activation, usual class: activators; note: potency is the fitted concentration of half-maximal effect; % of control where 0% means no effect
* hit, by the source's call; i = inactive; ? = inconclusive; . = not tested or not shown; [ ] = remark or other dose. Unless noted, calls come from the whole dose curve; as a rule, active = well fitted curve in the direction sought with a large enough effect; inconclusive = small, poorly fitted or top-dose-only effect, or another doubt; inactive = no such curve, though single readings can be large; an effect the other way counts as inactive or inconclusive. This is a subset (hit frequency here may not be typical).

SMILES | GLP-1R inv ag | aSyn rescue | DRD3 agonist | KB-V1 cytotox | PTHR1 agonist | TDP-43 yeast inh | GLP1R cytotox | D3 antag | GLP-1R agonist
Cc1ccc(NC(=O)CNCc2ccccc2Cl)cc1S(=O)(=O)N(C)C | -19.7% | -3.1% | -13.0 | -29.3% | -26.8% | -12.0% | 15.7% | -23.6 | 9.3%
COc1ccc(-n2c(O)c(C=NCc3ccccn3)c3ccccc3c2=O)c(OC)c1 | 2.7% | -6.7% | -3.9 | -0.1% | -21.2% | -12.9% | 2.5% | 6.2 | 5.3%
CN(CCc1ccccc1)C(=O)c1cccc(NC(=O)Cc2cccc([N+](=O)[O-])c2)c1 | -27.4% | -0.8% | 3.4 | -10.2% | -27.5% | 3.6% | -27.1% | -12.3 | -0.7%
COc1cccc(NC(=O)CSC2=Nc3ccccc3C3=NC(CCC(=O)NCCc4ccccc4)C(=O)N23)c1 (stereo not given) | -37.3% | . | 19.8 | 2.6% | -0.7% | 0.0% | -8.6% | . | .
Cc1cc(C(=O)NNC(=O)C(CCC(N)=O)NS(=O)(=O)c2ccc(Cl)cc2)c(C)o1 (stereo not given) | 10.8% | 3.8% | 7.0 | ? | i | -4.5% | -6.5% | 4.6 | 7.6%
CC1CCCCC12NC(=O)N(CC(=O)Nc1ccc(N3CCCCC3)cc1)C2=O (stereo not given) | -24.0% | 0.3% | -6.5 | -22.3% | 8.4% | 0.0% | -4.6% | 12.2 | 3.4%
O=C(Cc1cccs1)Nc1nnc(-c2ccc(F)cc2)s1 | 8.0% | -0.3% | 1.3 | -3.4% | -9.3% | 3.3% | 6.9% | 10.2 | -0.9%
O=C(O)CC(Cc1ccc(Cl)cc1)C(=O)Nc1cc(Cl)ccc1Cl (stereo not given) | ? | -12.5% | -2.6 | 20.7% | i | 2.8% | -2.6% | 5.2 | 8.6%
O=S(=O)(c1ccc(Cl)s1)N1CCc2ccccc2C1 | ? | 9.7% | -12.6 | 0.0% | -17.9% | -11.7% | 10.7% | -23.7 | 4.8%
O=C(CSc1cccc[n+]1[O-])N1CCc2ccccc21 | -2.4% | 7.8% | -9.8 | 15.3% | -4.6% | 1.0% | -6.4% | -15.2 | -1.9%
O=C(NCc1nnc(SCC(=O)N2CCc3ccccc32)o1)c1ccco1 | 9.3% | -5.6% | -1.5 | ? | 15.1% | 5.6% | -14.1% | -12.0 | 3.8%
COC(=O)c1cc(NC(=O)CSC2=NCCS2)cc(C(=O)OC)c1 | 8.8%[7.66 µM] | -6.4% | 1.9 | -13.9% | i | 1.3% | -4.2%[7.66 µM] | -8.3 | -0.8%
CC1CC1C(=O)OCC(=O)NC(=O)c1ccccc1 (stereo not given) | -2.8% | 1.3% | 4.6 | 5.7% | i | 4.6% | 0.2% | 45.7 | 2.2%
CCOc1ccc(NC(=O)CC2C(=O)NCCN2C(=O)Nc2ccccc2)cc1 (stereo not given) | ? | 0.0% | -5.8 | -12.3% | ? | -25.3% | -7.4% | -18.0 | -0.1%
O=C(NCc1ccccn1)[C@@H]1C[C@H]1[C@@H](NP(=O)(c1ccccc1)c1ccccc1)c1ccccc1 | 7.3% | -0.4% | -17.0 | 7.4% | -1.4% | -18.2% | 5.6% | 0.0 | 0.1%
O=C(CCC(=O)N1CCc2ccccc2C1)N1CCN(S(=O)(=O)c2ccccc2)CC1 | -21.0% | 3.6% | 14.7 | 13µM* | i | 4.9% | -37.9% | 6.6 | -9.6%
Cc1cccc(C(=O)N(CC(=O)Nc2sc(C)c(C)c2C(N)=O)C2CCCC2)c1 | ? | 3.7% | 3.8 | ? | -11.8% | 29.9% | 2.5% | 0.6 | 13.6%
Cc1ccc(NC(=O)CSc2nc3ccc(NC(=O)c4cccc(Cl)c4)cc3s2)c(C)c1 | 14.8% | . | 1.4 | 8.9% | -22.0% | 1.9% | -6.6% | . | .
COc1ccc(NC(=O)CCc2c(C)nc3cc(-c4cccc(F)c4)nn3c2C)cc1Cl | 0.6% | . | -2.8 | -11.5% | -29.1% | -6.7% | -1.0% | . | 1.3%
Cc1cc(C)n2nc(C(=O)OCC(=O)NC3CCS(=O)(=O)C3)nc2n1 (stereo not given) | 12.8% | -1.1% | 2.8 | ? | -18.2% | 16.8% | 0.7% | 21.3 | -6.2%
CCN1C(=O)c2ccc(C(=O)Nc3c(C)cc(C)cc3C)cc2C1=O | 6.9% | -1.0% | 1.5 | ? | i | 0.9% | -8.7% | 3.8 | 2.4%
COC(=O)C1=C(C)Nc2c(c(=O)n(C)c(=O)n2C)C1c1cccc(O)c1 (stereo not given) | 4.6% | 10.7% | 1.4 | ? | i | -3.3% | 0.6% | 0.7 | -2.7%
CC(C)(CNCC(O)c1ccccc1)N1CCOCC1 (stereo not given) | 23.5% | -2.1% | -4.2 | 15.9% | i | -5.0% | 11.3% | -17.2 | -25.1%
Cc1ccn(C(=O)c2cc3c(C)nn(-c4ccccc4)c3s2)n1 | 7.7% | 2.6% | 1.2 | 5.9% | -3.9% | 0.1% | 6.2% | -51.7* | -9.6%
COc1ccc(NC(=O)N2CCCC(c3ccccc3)C2)cc1 (stereo not given) | ? | -1.1% | 32.8* | 0.0% | i | ? | -21.2% | 4.1 | 11.7%
Cc1ccc(NC(=O)C(OC(=O)c2ccc(O)cc2)c2ccccc2)cc1Cl (stereo not given) | 1.3% | -8.6% | 0.1 | 13.3% | i | -11.2% | -1.1% | 10.6 | -4.0%
O=C(NNc1cc(C(F)(F)F)ccc1Cl)c1ccc(=O)[nH]c1 | 3.55µM* | 2.0% | 5.2 | 0.0% | i | -9.9% | -8.1% | 4.7 | 8.8%
CCOC(=O)C1CCN(C(=O)c2nn(-c3ccc(C)cc3)c(=O)c3c2c2ccccc2n3C)CC1 | -4.4% | . | -6.8 | 14.1% | i | 9.3% | -0.8% | . | .
CC(C)NC(=O)N(C)C[C@H]1Oc2c(NC(=O)C3CCCCC3)cccc2C(=O)N([C@H](C)CO)C[C@@H]1C | 7.1% | 3.5% | 9.1 | 0.0% | i | 24.4% | -4.4% | 0.0 | -2.4%
c1ccc(Cn2c(Nn3cnnc3)nc3ccccc32)cc1 | -5.4% | 4.9% | -5.9 | 13.0% | -6.8% | 10.9% | -6.7% | -15.2 | 1.8%
COc1ccc(C(=O)Nc2nnc(S(=O)(=O)N(CC(C)C)c3ccc(C)cc3)s2)cc1OC | 12.2% | . | -26.7 | . | -8.6% | 7.0% | 4.8% | . | .
Cc1ccc(CN2CC(C(=O)N(Cc3nnc(-c4ccccc4Cl)o3)C3CC3)CC2=O)cc1 (stereo not given) | 5.8% | 5.1% | 0.1 | ? | -0.5% | 0.0% | -8.5% | 2.6 | 11.1%
COc1ccc(NS(=O)(=O)c2cccc(C(=O)N3CCC3)c2)cc1 | -2.8% | 7.3% | 3.6 | -14.7% | i | -6.2% | 6.3% | 7.7 | -7.1%
O=C(CSc1nc(-c2ccccc2)nn1C(=O)c1ccccc1)Nc1cccc([N+](=O)[O-])c1 | 7.8% | -3.9% | -6.3 | 20.6µM* | i | 11.6% | -5.6% | -2.6 | -0.8%
CC(C)CC(=O)N=C1SC2CS(=O)(=O)CC2N1Cc1ccccc1Cl (stereo not given) | 7.5% | 6.2% | 7.3 | -13.9% | i | 4.6% | 6.5% | 17.8 | -1.1%
Cc1ccc(S(=O)(=O)N2CCCCC2)cc1C(=O)N1C(C)CCCC1C (stereo not given) | ? | 2.3% | 5.8 | 0.0% | -14.2% | 10.0% | -9.4% | 14.6 | 1.1%
CCCS(=O)(=O)N1CCN(S(=O)(=O)c2ccccc2)CC1 | 6.0% | 12.8% | -3.0 | -8.6% | 5.7% | 16.7% | 22.2% | -23.1 | 2.7%
CCS(=O)(=O)N1CCc2cc(C(=O)N3CCN(c4cccc(C(F)(F)F)c4)CC3)ccc21 | ? | . | -0.5 | ? | -3.3% | ? | -7.6% | . | .
Cc1coc2c(C)c3oc(=O)c(CCC(=O)NCCc4ccccc4)c(C)c3cc12 | 6.6% | . | -9.6 | . | -8.6% | 18.4% | 6.2% | . | .
CCOc1ccc(OCCC(=O)Nc2ccc3c(c2)OCO3)cc1 | ? | -6.1% | -2.9 | 0.0% | -35.4%[inhibitor] | 0.0% | -10.3% | 3.3 | -2.4%
CCOc1ccc(CN(C(=O)/C=C/c2ccco2)C2CCS(=O)(=O)C2)cc1 (stereo not given) | 1.2% | -2.2% | -1.0 | -16.9% | -0.2% | -8.6% | -9.7% | -3.3 | 5.0%

Part of the list above, showing only DRD3 agonist.
Compound	DRD3 agonist
CCS(=O)(=O)N1CCc2cc(C(=O)N3CCN(c4cccc(C(F)(F)F)c4)CC3)ccc21	-0.5
Cc1coc2c(C)c3oc(=O)c(CCC(=O)NCCc4ccccc4)c(C)c3cc12	-9.6
CCOc1ccc(OCCC(=O)Nc2ccc3c(c2)OCO3)cc1	-2.9

Entries of single compounds, looked up by structure.
CCOc1ccc(CN(C(=O)/C=C/c2ccco2)C2CCS(=O)(=O)C2)cc1 (stereo not given) in the list: GLP-1R inv ag: 1.2%; aSyn rescue: -2.2%; DRD3 agonist: -1.0; KB-V1 cytotox: -16.9%; PTHR1 agonist: -0.2%; TDP-43 yeast inh: -8.6%; GLP1R cytotox: -9.7%; D3 antag: -3.3; GLP-1R agonist: 5.0%
COc1ccc(C(=O)Nc2nnc(S(=O)(=O)N(CC(C)C)c3ccc(C)cc3)s2)cc1OC in the list: GLP-1R inv ag: 12.2%; aSyn rescue: .; DRD3 agonist: -26.7; KB-V1 cytotox: .; PTHR1 agonist: -8.6%; TDP-43 yeast inh: 7.0%; GLP1R cytotox: 4.8%; D3 antag: .; GLP-1R agonist: .

Screening data (PubChem)
